# Bioassay records deposited in PubChem BioAssay by National Center for Advancing Translational Sciences (NCATS).
# Tau fibril ThT – tau fibrillization inhibition (ThT binding); recombinant tau K18 P301L (four-repeat tau fragment), heparin-induced fibrillization, ThT fluorescence; Potency, µM (titrated, usually from 57.4 µM), without a hit: at the highest dose activity, negative = inhibition, usual class: inhibitors; hit rate 2.1% among 270,000; AID 1460; further: nearly all actives have a fitted effect of over 55% in size
# Target sequence (P10636 561-689 P618L limits assumed): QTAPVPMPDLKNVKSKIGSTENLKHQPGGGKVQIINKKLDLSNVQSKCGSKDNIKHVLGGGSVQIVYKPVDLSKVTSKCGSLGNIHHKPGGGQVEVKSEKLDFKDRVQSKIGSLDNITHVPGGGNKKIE
#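 Heparin-induced (20 uM) aggregation of recombinant human K18 P301L tau, 15 uM unlabeled with 0.24 uM labeled, pH 7 acetate buffer, 6 hr at 37 C with compound. Fibrils quantified by 30 uM ThT fluorescence after 1 hr ambient incubation.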
# L3MBTL1 inh – L3MBTL1 (human) inhibition; Q9Y468; AlphaScreen L3MBTL1–H3K9me1 peptide binding; Potency, µM (doses to about 57.1 µM), for inactives: top-dose activity, negative = inhibition, hits mostly inhibitors; hit rate 0.66% among 230,000; AID 485360; further: nearly all actives have a fitted effect of over 60% in size
# Target sequence (Q9Y468 whole entry, looked up): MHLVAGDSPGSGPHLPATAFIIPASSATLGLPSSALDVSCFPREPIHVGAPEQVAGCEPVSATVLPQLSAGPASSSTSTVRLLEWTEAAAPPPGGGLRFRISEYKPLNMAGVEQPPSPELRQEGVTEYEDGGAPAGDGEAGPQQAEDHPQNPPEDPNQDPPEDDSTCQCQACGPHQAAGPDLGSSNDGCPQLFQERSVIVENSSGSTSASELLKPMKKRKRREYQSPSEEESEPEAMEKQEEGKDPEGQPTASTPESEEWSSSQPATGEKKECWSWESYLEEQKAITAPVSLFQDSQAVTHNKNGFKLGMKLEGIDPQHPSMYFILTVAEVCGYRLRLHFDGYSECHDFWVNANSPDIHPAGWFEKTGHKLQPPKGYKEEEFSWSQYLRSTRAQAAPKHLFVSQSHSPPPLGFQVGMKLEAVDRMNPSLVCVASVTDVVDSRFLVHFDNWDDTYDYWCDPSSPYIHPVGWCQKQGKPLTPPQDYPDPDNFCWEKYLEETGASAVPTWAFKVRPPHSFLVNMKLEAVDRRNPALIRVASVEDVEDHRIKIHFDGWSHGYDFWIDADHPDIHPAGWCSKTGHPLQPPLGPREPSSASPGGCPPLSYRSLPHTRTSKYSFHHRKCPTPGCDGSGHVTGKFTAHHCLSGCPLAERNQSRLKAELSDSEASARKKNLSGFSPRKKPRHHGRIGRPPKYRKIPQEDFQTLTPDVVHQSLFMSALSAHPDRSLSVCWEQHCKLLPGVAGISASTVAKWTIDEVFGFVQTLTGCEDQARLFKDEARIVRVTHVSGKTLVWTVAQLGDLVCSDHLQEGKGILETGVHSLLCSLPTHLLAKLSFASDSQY
#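 Read-out is AlphaScreen signal from streptavidin donor and nickel chelate acceptor beads (10 ug/mL final each) bridging L3MBTL1 (50 nM) and biotinylated K9-monomethylated H3(1-15) peptide (75 nM), after 30 min compound exposure at room temperature.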
# GoLoco inh red – blocks human Gai1 binding to RGS12 GoLoco peptide, red readout | P63096 | Gai1:RGS12 GoLoco peptide FP, rhodamine, 10 min | Potency, µM (highest dose often 61.6 µM), without a hit: at the top dose activity, negative = inhibition, actives largely listed as inhibitors | hit rate 0.44% among 230,000 | AID 880; active means well fitted inhibition curve with a large enough effect, not every such curve was filed as active; inactive means no such curve, though single readings can be large or run the other way; further: nearly all actives have a fitted effect of over 30% in size; many of its hits are not listed in these tables
# KDM4E inh – JMJD2E (human) inhibition; B2RXH2; JMJD2E catalytic domain, FDH-coupled NADH fluorescence (FDH is formaldehyde dehydrogenase); Potency, µM (series often up to 57.1 µM), inactives show top-dose activity change, negative = inhibition, usual class: inhibitors; hit rate 1.6% among 230,000; AID 2147; active means well fitted inhibition curve with a large enough effect, not every such curve was filed as active; inconclusive means small, poorly fitted or top-dose-only effect, or another doubt; inactive means no such curve, though single readings can be large or run the other way;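 further: 0% = wells with enzyme and -100% = buffer wells without enzyme; nearly all actives have a fitted effect of over 50% in size; many of its hits are not listed in these tables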
# Tau fibril FP – tau fibrillization inhibition (FP). Potency, µM (doses to about 57.7 µM), without a hit: top-dose activity, negative = inhibition, hits mostly inhibitors. hit rate 0.39% among 280,000. K18 P301L tau heparin fibrillization, Alexa594 FP, 6 h. P10636; further: nearly all actives have a fitted effect of over 55% in size
#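 Read-out: fluorescence polarization of Alexa 594-labeled tau (0.24 uM), 555 nm excitation, 632 nm emission. Mixtures held 15 uM unlabeled K18 P301L, compound and 20 uM heparin, pH 7 acetate buffer, incubated 6 hr at 37 C.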
# TR SRC2 fluor cs – alters Texas Red total fluorescence, flagging assay interference | TRb/SRC2 Texas Red total fluorescence interference | hit rate 0.29% among 280,000 | Potency, µM (doses to about 106 µM), for the others: at the highest dose fluorescence change, negative = quenching; active means well fitted curve in either direction with a large enough effect; inconclusive means small, poorly fitted or top-dose-only effect
#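 Flags fluorescent or light-absorbing compounds by total fluorescence, S + 2P, at 555 nm excitation and 632 nm emission. Mixture: 20 nM Texas Red SRC2 peptide, 0.6 uM human TRb LBD, 1 uM T3, 5% DMSO; compound exposure 5 h at ambient temperature.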
# TRb SRC2 PPI – TRbeta-SRC2 interaction inhibition; TRbeta-SRC2 peptide binding, fluorescence polarization; receptor liganded with 1 µM T3; hit rate 0.065% among 280,000; Potency, µM (titrated, usually from 106 µM), for the others: at the top dose activity change, negative = inhibition, usual class: inhibitors;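 further: plate controls were bound peptide for no effect and peptide without receptor for full effect; nearly all actives have a fitted effect of over 50% in size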
#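 Compounds were added to 0.6 uM TRb ligand-binding domain and 20 nM Texas Red-labeled SRC2 peptide in Tris buffer containing 1 uM T3, incubated 5 hr at ambient temperature, then read by fluorescence polarization.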
# RECQ1 inh – blocks DNA unwinding by human RECQ1. hit rate 0.54% among 240,000. AID 2549. P46063. RECQ1 DNA unwinding, red fluorescence kinetic read. Potency, µM (doses to about 57.3 µM), inactives show at the highest dose activity, negative = inhibition, hits mostly inhibitors;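 further: plate controls were vehicle for no effect and no enzyme for full effect; nearly all actives have a fitted effect of over 30% in size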
#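 50 nM RECQ1T1 preincubated 15 min with compound in Tris pH 8.0 buffer with MgCl2, DTT, Tween-20 and 2.5 ug/ml poly(dI-dC); started with 200 nM TAMRA/BHQ-2 forked duplex and 2 mM ATP. Unwinding read as fluorescence (525/598 nm), two reads 2 h apart.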
# * = called active by the depositor; i = inactive; ? = inconclusive; / = not tested or not shown; [ ] = another dose, or the depositor's remark. Unless noted, the call rests on the fitted dose curve; in most records, active means well fitted curve in the direction sought with a large enough effect; inconclusive means small, poorly fitted or top-dose-only effect, or another doubt; inactive means no such curve, though single readings can be large; an effect the other way counts as inactive or inconclusive. Unless noted, on the % scale 0 is the no-effect control and ±100 the full control effect; potency means the concentration at half of the fitted maximal effect.
SMILES,Tau fibril ThT,L3MBTL1 inh,GoLoco inh red,KDM4E inh,Tau fibril FP,TR SRC2 fluor cs,TRb SRC2 PPI,RECQ1 inh
COc1cc(C(=O)Nc2nnc(CC(C)(C)C)s2)c([N+](=O)[O-])cc1OC,-13%,1%,11%,4%,8%,-1%,0%,6%
O=C(CSc1nnc(C2COc3ccccc3O2)o1)Nc1ccc(F)cc1Cl (stereo not given),5%,-2%,6%,15%,0%,-1%,1%,-9%
COc1ccc(C(=O)OCc2cc(=O)n3nc(C4CC4)sc3n2)cc1OC,?,/,/,/,-3%,?,-9%,/
COc1ccc(C(=O)O/N=C(\N)Cc2ccc(Cl)cc2Cl)cc1OC,-5%,4%,-10%,-1%,-4%,2%,-6%,-1%
O=C(Nc1cccc(C(F)(F)F)c1)C1CCN(S(=O)(=O)c2cccc3nsnc23)CC1,-15%,/,/,/,?,-1%,-6%,/
COc1ccccc1NC(=O)CN1CCCCC1,4%,/,-4%,8%,4%,0%,-5%,0%
Nc1c(C(=O)Nc2ccccc2F)sc2nc3c(cc12)CCCCCC3,-2%,/,/,/,2%,-2%,5%,/
O=S(=O)(c1cccc(-c2nc3n(n2)Cc2ccccc2-3)c1)N1CCCCC1,3%,11%,16%,-1%,-4%,-1%[53 µM],-28%[53 µM],8%
CCOC(=O)c1c(/N=C/c2cc(OC)cc([N+](=O)[O-])c2O)sc(C)c1C,8.9µM*,-1%,7%,-5%,?,-7%,6%,-2%
CC(C)(C)NC(=O)Cn1nnc(-c2ccccc2NC(=O)c2cnccn2)n1,1%,1%,4%,-5%,2%,-7%,-3%,-12%
CCCCSc1ccc(NC(=O)c2cccnc2)cc1,?,/,3%,-16%,-8%,-3%,0%,8%
COc1ccc(C)cc1Nc1nc(-c2c[nH]c3ccccc23)cs1,?,-10%,29%,-21%,5%,15%,20%,-14%
CCOC(=O)C1CCN(C(=O)CN(C)S(=O)(=O)c2cc(C)ccc2OC)CC1,5%,-2%[11.4 µM],1%,5%,-6%,0%,-6%,i
Cn1nc(C(F)(F)F)cc1-c1ccc(S(N)(=O)=O)s1,-5%,7%,3%,1%,2%,-4%,0%,-10%
COc1ccc(S(=O)(=O)c2cn(Cc3ccccc3)c3cc(F)c(F)cc3c2=O)cc1,4%,/,/,/,5%,1%,-7%,/
O=C(COc1ncnc2ccccc12)Nc1ccc(S(=O)(=O)N2CCOCC2)cc1,-3%,7%,-3%,1%,2%,-1%,7%,-1%
CC(=O)O[C@]1(C)CC[C@]23CC1C(C)(C)C2CC[C@@H]3C (stereo not given in full),-2%,/,5%,1%,-2%,-2%,1%,-7%
CCc1ccc(CN(Cc2cn[nH]c2-c2ccc(OC)cc2)C(=O)Nc2ccc(Br)cc2)cc1,?,/,/,/,4%,-2%,-4%,/
COc1ccc(CCNC(=O)CSc2nc(-c3ccc(F)cc3)cc(C(F)(F)F)n2)cc1OC,3%,/,/,/,1%,1%,-8%,/
COc1ccc(OC)c(NC(=O)Cc2coc3cc(C)cc(C)c23)c1,0%,/,-11%,-7%,-11%,-1%,5%,i
CC1(C(=O)NCc2cccnc2)CCC(=O)N1Cc1cccs1 (stereo not given),-12%,4%,-8%,-5%,-8%,-1%,-10%,-5%
O=C1CC(N2CCSCC2)C(=O)N1c1ccc(F)cc1 (stereo not given),-12%,3%,-22%,2%,-7%,-1%,-2%,-6%
O=[N+]([O-])c1ccc(Oc2cccc(F)c2)c2ccncc12,?,/,4%,6%,7%,-2%,-8%,i
Cc1ccc(CNC(=O)CSCc2ccccc2)cc1,-16%,-5%,2%,-16%,4%,-1%,8%,7%
COc1ccc(CC2(CO)CCN(Cc3cccc4nccnc34)CC2)cc1,-3%,6%,6%,8%,-4%[2.34 µM],-2%,5%,6%
O=C(NCC1CC1)c1onc(CSc2ccncc2)c1C(=O)NCC1CC1,2%,/,5%,12%,-3%,0%,-2%,i
COc1ccc(NC(=O)Cn2cc(C(=O)c3ccncc3)c(=O)c3cc(C)ccc32)cc1Cl,-14%,-9%,/,/,2%,-4%,0%,/
O=C(O)C1CCCCN1S(=O)(=O)c1ccccc1 (stereo not given),-6%,/,5%,-3%,-5%,0%,-12%,i
N#Cc1ccc2ccn(CC(=O)N3CCCc4ccccc43)c2c1,-2%,0%,63%[activator],363%,7%,0%,-18%,6%
NC(=O)Cn1c(=O)n(CCc2ccccc2)c(=O)c2c3c(sc21)CCCC3,7%,/,5%,-3%,-10%,3%,-18%,11%
COc1ccc(N2C(N)=C(C#N)C(c3cc(CN4CCOCC4)cs3)C3=C2CCCC3=O)cc1 (stereo not given),-14%,/,/,/,3%,-1%,7%,/
Cc1ccc(CNC(=O)Cn2c(=O)n(-c3ccc(Cl)cc3)c(=O)c3c(C)c(C)sc32)cc1,9%,/,/,/,?,-1%,9%,/
Cc1ccc(-c2n[nH]c(=S)n2/N=C/c2c(C)nn(-c3ccccc3)c2C)cc1,-2%,7%,3%,17%,2%,1%,4%,-8%
Cc1cc(O)cc(O)c1C(=O)OC1(C)C(=O)C=C2C=C(/C=C/CO)OC=C2C1=O (stereo not given),?,/,-8%,-9%,?,-1%,3%,-20%
O=C(O)Cn1nnnc1-c1ccc(F)cc1,-4%,15%,-31%,-4%,-1%,-1%,4%,-2%
Cc1ncsc1CCOC(=O)c1ccccc1,-1%,3%,2%,-1%,-8%,-4%,1%,-1%
COc1ccccc1NC(=O)CSc1oc(-c2cccs2)nc1S(=O)(=O)c1ccc(C)cc1,-18%,/,/,/,?,1%,2%,/
O=c1c(Cl)c(Nc2cccc(Cl)c2)cnn1-c1nc2ccccc2s1,?,0%,12%,2%,?,-2%,-4%,2%
Cc1[nH]c2ccc(Br)cc2c(=O)c1CN1CCOCC1,-17%,-6%,2%,-1%,-7%,4%,4%,-18%
COc1c(Br)cc(Br)cc1/C=C1/C(=O)N=C(N)N1C,-10%,/,12%,1%,2%,-5%,1%,i
CC(=O)c1c(C)n(S(=O)(=O)c2ccc(Cl)cc2)c2ccc(NS(=O)(=O)c3ccc(Cl)cc3)cc12,-11%,/,/,/,?,-2%,8%,/
COc1ccnc(Oc2ccc(F)cc2)c1C(=O)N/C=N/OCc1cccc(F)c1,-6%,7%,10%,6%,-2%,-2%,-2%,i
Cc1cccc(NC(=S)NC(=O)CCc2ccccc2)c1,?,10%,1%,-2%,-13%,-3%,2%,?
N=c1c2c(-c3ccccc3)c(-c3ccccc3)n(Cc3ccco3)c2ncn1CCN1CCOCC1,-10%,-6%,-14%,0%,2%,-4%,-3%,-5%
CCCS(=O)(=O)Nc1c(C(=O)OC)[nH]c2ccccc12,1%,2%,6%,-16%,9%,-2%,-3%,3%
CCOC(=O)c1cccc(NC(=O)CN2C(=O)c3ccccc3Sc3ncccc32)c1,-7%,/,/,/,1%,0%,6%,/
CCCCN(C)CCNC(=O)CN1C(=O)CSc2ccc(S(=O)(=O)N3CCCCC3)cc21,1%,/,/,/,-5%,1%,-5%,/
O=C(Nc1cccc(C(=O)N2CCOCC2)c1)c1ncn[nH]1,14%,28µM*,3%,2%,3%,-4%,-5%,-17%
CC1=C(C(=O)Nc2c(C)cc(C)cc2C)C2(CCN(C(C)C)CC2)OC1=O,-3%,/,/,/,4%,0%,1%,/

# Exported with each value named: part of the list above.
> CCCS(=O)(=O)Nc1c(C(=O)OC)[nH]c2ccccc12
  Tau fibril ThT = 1% | L3MBTL1 inh = 2% | GoLoco inh red = 6% | KDM4E inh = -16% | Tau fibril FP = 9% | TR SRC2 fluor cs = -2% | TRb SRC2 PPI = -3% | RECQ1 inh = 3%
> CCOC(=O)c1cccc(NC(=O)CN2C(=O)c3ccccc3Sc3ncccc32)c1
  Tau fibril ThT = -7% | L3MBTL1 inh = / | GoLoco inh red = / | KDM4E inh = / | Tau fibril FP = 1% | TR SRC2 fluor cs = 0% | TRb SRC2 PPI = 6% | RECQ1 inh = /
> CCCCN(C)CCNC(=O)CN1C(=O)CSc2ccc(S(=O)(=O)N3CCCCC3)cc21
  Tau fibril ThT = 1% | L3MBTL1 inh = / | GoLoco inh red = / | KDM4E inh = / | Tau fibril FP = -5% | TR SRC2 fluor cs = 1% | TRb SRC2 PPI = -5% | RECQ1 inh = /
> O=C(Nc1cccc(C(=O)N2CCOCC2)c1)c1ncn[nH]1
  Tau fibril ThT = 14% | L3MBTL1 inh = 28µM* | GoLoco inh red = 3% | KDM4E inh = 2% | Tau fibril FP = 3% | TR SRC2 fluor cs = -4% | TRb SRC2 PPI = -5% | RECQ1 inh = -17%

# Only part of the results is shown (hit frequency here may not be typical).
